# HSF1 inhib – HSF1 inhibition; NIH3T3-HGL HSE-luciferase, MG132-induced, luminescence 8 h; stronger effect = lower value; activity change, negative = inhibition, % at 7.5 µM (by protocol); 0.77% of 300,000 active; AID 2098;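 active = more than half of replicate wells show activity change below -50%, luminescence cut by over half; inconclusive = some wells, but at most half, below -50%; inactive = no replicate well below -50%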;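 also: luciferase reports HSF-1 transcriptional activity via heat shock element; 0% = median of DMSO wells and -100% = zero luminescence signal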
# DYRK1A inh – Dyrk1A (rat) kinase inhibition; 0.43% of 310,000 active; ADP-Glo luminescence, NFATc1 peptide; AID 504441; inhibition, % at 12.5 µM; Q63470; in the data active = inhibition above about 50%;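 also: plate controls were vehicle with enzyme for no effect and no enzyme for full effect; many of its hits are not listed in these tables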
# HDAC3 inhib – inhibitors of human histone deacetylase 3. recombinant HDAC3, fluorogenic peptide/trypsin coupled, fluorescence. inhibition, % at 8.3 µM. 0.15% of 320,000 active; in the data active = inhibition above about 26%, passing the limit was not always enough; inconclusive = no clear call, values can overlap the other calls
# Target sequence (O15379 whole entry, looked up): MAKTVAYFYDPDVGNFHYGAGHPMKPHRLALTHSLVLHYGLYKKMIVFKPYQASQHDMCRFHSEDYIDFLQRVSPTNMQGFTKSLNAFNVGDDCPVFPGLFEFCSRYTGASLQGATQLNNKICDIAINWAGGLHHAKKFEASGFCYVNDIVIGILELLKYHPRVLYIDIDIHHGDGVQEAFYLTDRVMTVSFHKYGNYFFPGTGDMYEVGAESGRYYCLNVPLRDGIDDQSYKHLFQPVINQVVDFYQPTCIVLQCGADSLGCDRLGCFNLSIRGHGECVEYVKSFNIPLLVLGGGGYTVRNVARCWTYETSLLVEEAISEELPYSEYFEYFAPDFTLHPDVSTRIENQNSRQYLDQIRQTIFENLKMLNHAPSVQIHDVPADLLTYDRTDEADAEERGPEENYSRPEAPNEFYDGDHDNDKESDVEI
# PolyA inh – inhibitors of polyadenylation in S. cerevisiae; S. cerevisiae SKY197-pL101 polyadenylation reporter, beta-gal luminescence; efflux-impaired pdr1/pdr3 knockout yeast; score 100 = 6 SD above DMSO; 0.02% of 300,000 active; calls only at 12 µM;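 active = lowest replicate activity score at least 50, where 100 means six control SD above control mean; inconclusive = lowest score under 50 but half or more replicates reach 50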;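 also: yeast exposed to compound for 9 h at 30 °C; higher score means more reporter readthrough which indicates perturbed polyadenylation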
# GSK3 alpha inh – human GSK-3 alpha kinase inhibition; P49840; ADP-Glo luminescence, 60 min; inhibition, % at 10 µM; 0.1% of 320,000 active; AID 2650;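 in the data active = inhibition above about 50%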;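 also: GST-tagged GSK-3 alpha with peptide substrate and 25 µM ATP; 0% = DMSO neutral wells and 100% = GW8510 positive control wells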
# Target sequence (P49840 whole entry, looked up): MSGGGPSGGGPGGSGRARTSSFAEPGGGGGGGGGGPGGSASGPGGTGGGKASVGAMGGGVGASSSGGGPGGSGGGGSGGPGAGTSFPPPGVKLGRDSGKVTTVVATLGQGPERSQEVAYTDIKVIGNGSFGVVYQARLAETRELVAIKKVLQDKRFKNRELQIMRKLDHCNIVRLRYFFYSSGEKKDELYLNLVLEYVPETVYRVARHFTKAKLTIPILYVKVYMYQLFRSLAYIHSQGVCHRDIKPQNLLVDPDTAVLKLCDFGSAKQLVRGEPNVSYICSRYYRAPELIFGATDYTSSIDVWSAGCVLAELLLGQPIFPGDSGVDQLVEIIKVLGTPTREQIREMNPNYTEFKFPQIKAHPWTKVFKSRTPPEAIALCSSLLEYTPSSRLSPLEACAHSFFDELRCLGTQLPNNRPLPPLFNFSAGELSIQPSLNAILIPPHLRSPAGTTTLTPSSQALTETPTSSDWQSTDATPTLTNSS
# HSF1 activator – increases HSF-1 driven luciferase reporter signal. NIH3T3-HGL HSF-1 luciferase reporter, MG132, 8 h; 100% = twice DMSO control signal. activation, % at 9 µM. 1.7% of 300,000 active. AID 504408;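 active = mean replicate activation of at least 50% with a set share of replicates each reaching 50%; inconclusive = only one of those two conditions met; inactive = mean below 50% and too few replicates reaching it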;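 also: 0% = median of the neutral control wells and 100% = twice that signal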
# GSK3B inh – human GSK3beta kinase inhibition; 0.038% of 300,000 active; P49841; activity score (negative = inhibition), % at 10 µM; GST-GSK3beta kinase, ADP-Glo luminescence, 60 min; stronger effect = lower value; AID 2097;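 active = more than half of replicate wells score below -50%, meaning over 50% inhibition versus plate controls; inconclusive = some replicates but at most half score below -50%; inactive = no replicate scores below -50%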;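 also: 0% = median DMSO wells and -100% = median GW8510 positive control wells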
#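 Assay system: GST-tagged human GSK3beta kinase, cell-free; Input: 1.6 ng GSK3beta; Medium: Tris/MgCl2 kinase buffer; Timing: 60 min enzyme reaction, room temperature; Signal: ADP-Glo luminescence quantifying ADP generated by kinase; Evaluation: score relative to plate controls; Benchmarks: DMSO neutral wells and GW8510 at 20 µM as positive.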
# HSP90 refold inh – HSP90 refolding inhibition in rabbit reticulocyte lysate; luciferase refolding luminescence, 3 h; inhibition, % at 5.6 µM; 0.91% of 290,000 active; AID 1789;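 active = inhibition above the screen-wide mean plus 3 SD, computed separately per campaign, cut at about 16% in these data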;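 also: 0% = DMSO wells and 100% = 60 µM geldanamycin wells; inhibitors lower the luminescence because luciferase stays unfolded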
# Platelet DG rel – platelet dense granule release activity; inhibition, %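 (compounds screened at 7.5 µM in platelet-rich plasma)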; AID 1663; human platelet-rich plasma, SFLLRN dense granule ATP release, luminescence; 0.22% of 300,000 active;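 active = mean replicate score, as percent of positive control, at or above 50; inconclusive = mean below 50 but at least one replicate at or above 50; inactive = mean and every replicate below 50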
# AI-2 QS modul – Vibrio harveyi AI-2 quorum sensing modulation; Vibrio harveyi JMH597 AI-2 luminescence/OD600 ratio, 9 h; stronger effect = lower value; strain lacks LuxN and CqsS sensors; 0 = neutral-control median; activity change, % at 7.5 µM; 0.4% of 300,000 active; in the data active = activity change below about -75%, passing the limit was not always enough; inconclusive = no clear call, values can overlap the other calls;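 also: luminescence divided by OD600 gain over 9 h not by final OD600 alone; inactives centre near 13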
# An asterisk follows results filed as active; i = inactive; ? = inconclusive; / = no result given.
# Every second line gives: DYRK1A inh	PolyA inh	GSK3 alpha inh	HSF1 inhib	HSF1 activator	GSK3B inh	HDAC3 inhib	AI-2 QS modul	Platelet DG rel	HSP90 refold inh
CC(/C=N/NC(=O)c1ccc(Cn2cc([N+](=O)[O-])cn2)o1)=C\c1ccccc1
→ 0.0	i	2.3	0.1	2.1	-0.4	8.8	14.8	4.0	-6.0
CC1(c2ccccc2)NC(=O)N(CC(=O)NCc2ccc3c(c2)OCO3)C1=O (stereo not given)
→ 3.1	i	-1.8	-7.5	-5.1	2.6	1.7	-36.6	-3.7	-5.3
Cc1nn(C)c(N)c1[N+](=O)[O-]
→ -2.8	i	0.6	-9.0	12.5	3.3	7.6	6.7	-1.1	1.1
O=S(=O)(NCCc1nnc2ccc(SCc3cccnc3)nn12)c1ccccc1
→ 9.8	i	0.9	2.3	-0.7	-5.2	-1.2	25.8	8.9	1.6
Cc1cc(Cl)ccc1OCCCC(=O)N1CCN(S(=O)(=O)c2ccccc2)CC1
→ 2.4	i	-1.3	3.9	8.7	3.2	6.0	11.3	0.0	/
Cc1cccc(OCCCC(=O)Nc2ccc(S(=O)(=O)Nc3ncccn3)cc2)c1C
→ -3.3	i	-4.0	-3.9	5.1	4.8	-1.4	29.8	7.9	25.1*
Cc1cccc(OCC(=O)O/N=C(\N)c2ccccn2)c1C
→ 3.9	i	-4.8	21.1	12.7	2.8	-0.4	-93.4*	/	-2.3
Cc1cc(NC(=O)c2cccc(S(=O)(=O)N3CCOCC3)c2)no1
→ -0.2	i	1.2	-3.3	-2.4	-1.0	0.1	38.4	-1.6	-0.1
Cc1ccc(NC(=O)COC(=O)Cn2cnc3c2c(=O)n(C)c(=O)n3C)c(Cl)c1
→ 3.8	i	0.0	-5.7	-7.2	-1.5	-4.4	5.7	-2.7	1.8
O=C(c1ccccc1)N1CCCCC(Sc2nnc3ccccn23)C1=O (stereo not given)
→ -9.0	i	-0.9	-4.7	4.4	1.2	-3.3	25.1	3.7	3.2
CSc1nc2ncnc(N)c2[nH]1
→ 13.1	i	2.2	-5.4	-4.7	2.8	-1.9	8.7	-3.9	-1.4
O=C(COC(=O)Cc1ccc(Br)cc1)NC1CCCCCC1
→ -6.1	i	-0.9	3.3	-2.4	1.7	6.7	5.8	1.7	2.4
CCOC(=O)c1nn(-c2ccccc2)c(-c2ccccc2)c1C(=O)c1ccccc1
→ -6.3	i	/	6.8	16.0	-1.6	6.8	18.1	1.2	-1.6
CNC(=S)NNC(=O)Cn1ccc(C)n1
→ 1.8	i	-3.3	-6.4	-14.5	-1.7	-2.5	9.7	-0.8	-1.5
O=C(OCc1cn(Cc2ccccc2)nn1)c1ccccc1
→ 7.7	i	2.1	-2.5	-17.2	2.7	-4.2	4.0	2.6	/

# Remaining list, next part.
# Every second line gives: DYRK1A inh	PolyA inh	GSK3 alpha inh	HSF1 inhib	HSF1 activator	GSK3B inh	HDAC3 inhib	AI-2 QS modul	Platelet DG rel	HSP90 refold inh
CO/N=C/NC(=O)N1OC[C@@H]2COc3ccc4ccccc4c3[C@@H]21
→ -2.4	i	-2.1	-5.2	0.8	-0.7	0.4	17.9	7.5	-1.8
COc1cc(CN(C)Cc2cc(=O)oc3cc(C)c(Cl)cc23)ccc1OC(F)F
→ -5.8	i	-1.1	-10.7	-1.3	0.9	-1.8	17.7	1.1	1.5
CC1(C)Cc2c(sc(NC(=O)C(C)(C)C)c2C#N)C(C)(C)N1
→ -8.6	i	-2.1	-7.4	7.7	-1.6	-1.8	23.2	-0.3	-1.9
COc1ccc(S(=O)(=O)NC2(C(F)(F)F)NC(=O)N(CCc3ccc(OC)c(OC)c3)C2=O)cc1 (stereo not given)
→ -8.9	i	-1.7	-3.2	-12.7	-1.2	1.1	8.5	27.7	0.0
CCN(CC)CCCNC(=O)C1c2ccccc2Oc2ccccc21
→ 1.2	/	-0.3	10.0	-12.4	1.5	-0.2	11.5	1.1	6.3
Cc1ccc(OCC(=O)N(Cc2ccc(N(C)C)cc2)C2CCS(=O)(=O)C2)cc1C (stereo not given)
→ /	i	-16.9	-8.0	-4.2	2.9	2.2	18.2	-1.9	-1.4
CCCn1cc(CN2CCC(n3nccc3NC(=O)c3ccccc3)CC2)c(C)n1
→ 1.3	i	-0.6	-1.1	-5.9	3.4	-1.3	3.1	-12.4	-2.3
COc1ccc(CN(C)C(=O)Cc2c[nH]c3ccccc23)cc1
→ -3.3	i	-2.3	14.3	21.9	2.1	-5.9	22.0	-3.2	-0.5
CCOCCCNS(=O)(=O)c1ccccc1
→ -3.2	i	1.2	-2.1	-16.6	-1.4	-1.6	22.7	2.9	2.5
Cc1ccc(-c2nnc(CCC(=O)N(C)Cc3nccs3)o2)s1
→ 0.6	i	1.8	7.0	18.1	7.3	-2.3	13.6	5.2	-0.9
CC(=O)N1CCC(=NNc2nc3ccccc3[nH]2)CC1
→ 13.6	i	2.1	-13.6	-9.8	-4.7	2.5	13.4	-6.6	5.6
COc1ccc(-c2nn(-c3ccccc3)cc2CNC(C)Cn2cncn2)c(F)c1 (stereo not given)
→ /	i	/	9.0	-12.7	-4.6	2.7	19.7	-6.1	1.0
CSc1ncccc1C(=O)N1CCCC(N2CCN(c3ccccc3F)CC2)C1 (stereo not given)
→ 0.5	i	0.1	-40.8	-54.2	-1.1	1.9	13.7	1.0	-2.9
COc1ccc(CCNC(=O)CCCn2c(=O)c3cccn3c3cccnc32)c(OC)c1
→ -2.3	i	-3.5	0.2	-7.2	3.4	-1.9	23.9	5.4	0.7
O=C(NCc1ccco1)C1CCCN1C(=O)Nc1ccccc1 (stereo not given)
→ -3.0	i	-2.0	-0.1	0.2	-4.7	?	11.1	3.5	1.6

# The list continues.
# Every second line gives: DYRK1A inh	PolyA inh	GSK3 alpha inh	HSF1 inhib	HSF1 activator	GSK3B inh	HDAC3 inhib	AI-2 QS modul	Platelet DG rel	HSP90 refold inh
O=C(Oc1cc2oc(=O)c3c(c2cc1Cl)CCCC3)c1ccco1
→ 3.0	i	-1.8	-0.8	9.3	-3.3	-45.2	25.6	6.6	-1.7
CC(CN1CCCC1)OC(=O)c1ccc(F)cc1 (stereo not given)
→ -4.3	i	-4.9	-5.5	-5.9	0.7	-1.8	12.1	-3.9	2.0
CC1(C)CC(=O)C(N=Nc2ccc(C(F)(F)F)cc2[N+](=O)[O-])=C(O)C1
→ /	i	-3.3	-6.1	-5.3	2.3	8.8	23.9	-1.4	-0.8
COc1ccc(C(=O)n2cc(C(=O)c3cc(C)ccc3O)cn2)cc1OC
→ 0.5	i	4.0	9.5	1.8	-0.4	52.8*	45.8	0.6	-2.4
COc1cc(NC(=O)Cn2nc(-c3ccc(F)cc3)ccc2=O)ccc1-n1cnnn1
→ -3.9	i	-1.3	0.3	-9.9	2.8	4.6	19.3	-4.7	1.2
Cc1nc2ccccc2c(=O)n1-c1ccc(NS(=O)(=O)c2ccc(F)cc2)cc1
→ -0.6	i	0.9	-2.5	8.0	3.3	-0.7	22.9	/	/
S=c1[nH]nc(C2CCCCC2)n1/N=C/c1cccc(Cl)c1Cl
→ 17.1	i	1.6	1.1	13.8	-1.5	0.0	19.5	2.4	3.3
O=C(N/N=C/c1c(F)cccc1Cl)C(=O)N1CCCCCC1
→ 10.5	i	0.6	0.6	-8.0	1.1	-2.7	23.9	3.6	-6.7
CC(OC(=O)CCc1cc(C(C)(C)C)c(O)c(C(C)(C)C)c1)C(=O)NC1CC1 (stereo not given)
→ 1.3	i	-2.8	-4.6	5.0	4.5	6.1	6.1	1.8	/
CC(=O)c1c(-c2ccccc2)c2cc(Cl)ccc2[nH]c1=O
→ 5.7	i	-6.1	0.7	19.0	-3.1	-3.0	-9.3	5.6	0.8
CCc1ccc(-c2cc(C)no2)cc1S(=O)(=O)N1CCN(c2cc(C)ccc2C)CC1
→ 0.1	i	-1.7	-8.1	2.6	0.9	6.4	27.3	-4.1	1.2
Cc1cc(C(=O)CCl)c(C)n1-c1cccc([N+](=O)[O-])c1
→ 0.4	i	0.2	/	/	9.8	-4.1	4.1	-1.3	1.0
CCCCCCCc1ccc(-c2ccc(O)cc2)nc1
→ 0.2	i	-3.1	15.9	11.9	0.6	2.9	12.0	4.8	-4.3
CCNc1nc2nonc2nc1NCC
→ 4.9	/	-2.6	-4.6	-6.0	-1.8	7.1	-6.2	-7.7	3.1
O=c1cc(O)c2c(=O)n(-c3ccccc3)c3c(c2o1)CCCCC3
→ /	i	/	-0.7	-5.9	3.1	/	27.2	0.5	-3.0

# (more compounds)
# Every second line gives: DYRK1A inh	PolyA inh	GSK3 alpha inh	HSF1 inhib	HSF1 activator	GSK3B inh	HDAC3 inhib	AI-2 QS modul	Platelet DG rel	HSP90 refold inh
FC(F)(F)c1cc(-c2ccccc2)nc(-n2cncn2)n1
→ -8.1	i	-3.3	-5.3	-12.1	-0.1	-5.6	8.7	6.4	0.7
COc1cc(C(C(=O)NC2CCCCC2)N(C(=O)Cc2c[nH]c3ccccc23)c2ccccc2C)cc(OC)c1OC (stereo not given)
→ -0.4	i	5.1	2.1	6.0	-4.1	2.3	24.0	15.3	0.0
COc1ccc(OC)c(NS(=O)(=O)c2ccc(NC(=O)c3ccc(NS(C)(=O)=O)cc3)cc2)c1
→ -2.8	i	0.0	3.5	7.5	0.8	12.7	-0.2	-6.8	2.3
O=C(Nc1ccccc1)c1ccccc1OS(=O)(=O)c1ccccc1
→ 7.7	i	-4.6	0.3	7.3	-0.1	1.2	2.2	0.1	0.2
Cc1c(NC(=O)/C(C#N)=C/c2c(N3CCCCC3)nc3ccccn3c2=O)c(=O)n(-c2ccccc2)n1C
→ -3.4	i	-0.8	6.9	9.6	0.4	-5.0	26.8	5.5	-1.7
O=C(O)c1c(Cl)c(Cl)c(Cl)c(Cl)c1C(=O)N1CCOCC1
→ 5.3	i	-4.2	-1.1	-3.9	-1.4	-7.1	25.4	-0.8	2.4
CC(C)S(=O)(=O)c1csc(C(=O)Nc2ccc(F)cc2)c1N
→ /	i	4.3	19.2	43.2	12.2	3.8	-12.3	57.1*	5.2
CN(C)S(=O)(=O)c1cc(NC(=O)CN2CCN(c3ccccc3O)CC2)ccc1Cl
→ 0.8	/	-6.0	/	/	-1.2	-10.5	-10.2	/	-2.9
Clc1cccc(Cl)c1-c1nnc2cccc(Cl)n12
→ 5.1	i	-2.7	-21.6	-36.0	3.8	0.2	23.9	-2.6	-1.3
O=C(O)Cc1ccc(NC(=O)C2CCCCC2C(=O)O)cc1 (stereo not given)
→ -8.3	i	-2.0	-16.2	-22.7	2.3	-3.2	24.8	-1.3	-2.3
Nc1nc(-c2ccco2)nn1S(=O)(=O)c1ccccc1
→ -2.5	i	-0.3	-7.9	-6.0	2.6	12.5	-2.4	-0.2	-0.1
N=C1SC(c2ccccc2)C(=O)N1c1ncc(Cc2ccccc2)s1 (stereo not given)
→ -2.1	i	7.1	-7.6	-2.9	27.9	-3.4	14.0	-0.5	1.0

# These rows are one share of the data; count on the stated rates, not on these rows.
